# AHR activator: activators of human aryl hydrocarbon receptor; P35869; AHR-responsive luciferase reporter cells, luminescence; activation, % at 5 µM; 2.5% of 320,000 active; in the data active = activation above about 47%;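 also: 0% = vehicle wells and 100% = reference agonist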
# Target sequence (P35869 whole entry, looked up): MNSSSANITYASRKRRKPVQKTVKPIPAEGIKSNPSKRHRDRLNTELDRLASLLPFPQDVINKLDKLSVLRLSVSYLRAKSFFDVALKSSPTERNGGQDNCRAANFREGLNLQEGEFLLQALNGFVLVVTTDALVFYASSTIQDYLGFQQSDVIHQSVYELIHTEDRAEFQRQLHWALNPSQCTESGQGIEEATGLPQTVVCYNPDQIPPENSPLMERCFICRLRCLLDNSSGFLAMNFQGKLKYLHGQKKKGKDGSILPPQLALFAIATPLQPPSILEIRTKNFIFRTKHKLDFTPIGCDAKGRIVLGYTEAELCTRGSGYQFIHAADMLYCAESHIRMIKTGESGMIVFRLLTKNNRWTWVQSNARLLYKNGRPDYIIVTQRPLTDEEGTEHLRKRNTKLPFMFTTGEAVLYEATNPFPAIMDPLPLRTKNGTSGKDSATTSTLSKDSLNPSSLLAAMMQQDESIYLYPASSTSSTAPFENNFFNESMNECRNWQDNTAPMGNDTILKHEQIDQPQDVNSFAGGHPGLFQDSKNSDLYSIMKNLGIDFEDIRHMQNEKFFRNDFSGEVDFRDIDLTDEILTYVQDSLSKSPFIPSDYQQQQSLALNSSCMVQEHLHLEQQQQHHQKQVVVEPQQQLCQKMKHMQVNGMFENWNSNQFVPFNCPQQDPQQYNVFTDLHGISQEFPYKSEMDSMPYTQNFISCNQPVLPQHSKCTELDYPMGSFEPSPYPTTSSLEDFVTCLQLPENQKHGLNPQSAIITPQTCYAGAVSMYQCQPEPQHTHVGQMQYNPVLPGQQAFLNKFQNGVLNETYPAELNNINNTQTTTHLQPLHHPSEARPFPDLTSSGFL
# RPL19A TOR yeast: yeast TOR pathway RPL19A-GFP modulation. percent response vs DMSO, % at 10 µM. AID 2025. 0.3% of 330,000 active. S. cerevisiae RPL19A-GFP strain, flow cytometry, 3 h; stronger effect = lower value;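 active = percent response vs DMSO below 50%; inconclusive = fewer than 70 events counted for the yeast strain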;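 also: median channel GFP fluorescence of the barcoded RPL19A-GFP strain; ratio of sample median GFP to plate DMSO average so 100% = DMSO; lower means less RPL19A-GFP as with rapamycin TOR inhibition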
# CIT2-GFP yeast: yeast TOR pathway CIT2-GFP modulation; S. cerevisiae CIT2-GFP strain, flow cytometry, 3 h; 100 means same as DMSO wells; GFP response vs DMSO, % at 10 µM; 0.065% of 320,000 active;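 active = GFP response relative to DMSO above a set limit, near the screen mean plus 3 SD, cut at about 150% in these data; inconclusive = Fewer than 70 cells measured for a yeast strain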;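 also: ratio of well median GFP fluorescence to mean of DMSO wells on the plate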
# AGP1 TOR yeast: alters AGP1-GFP fluorescence in TOR pathway yeast screen; AID 2066; 0.02% of 320,000 active; GFP response vs DMSO, % at 10 µM; S. cerevisiae AGP1-GFP multiplex flow cytometry, 3 h; GFP as percent of DMSO wells;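 active = GFP response relative to DMSO above a set limit, near screen average plus 3 SD, cut at about 150% in these data; inconclusive = fewer than 70 cells counted for the yeast strain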;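 also: median GFP channel fluorescence of the gated AGP1 strain per well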
# MEP2-GFP yeast: modulators of TOR pathway MEP2-GFP in S. cerevisiae | S. cerevisiae MEP2-GFP strain, flow cytometry GFP, 3 h; 100% = DMSO control level | GFP response vs DMSO, % at 10 µM | 0.51% of 330,000 active;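 active = GFP response versus DMSO above a set limit, roughly screen mean plus 3 SD, cut at about 180% in these data; inconclusive = fewer than 70 cells counted for a yeast strain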;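 also: median GFP fluorescence of the barcode-gated MEP2-GFP cells per well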
# procasp7 counter: activates human procaspase-7, counter-screen for procaspase-3 activators; recombinant procaspase-7, Ac-DEVD-pNA absorbance 405 nm; D23A/D198A/D206A triple mutant, cannot self-cleave; scale: DMSO 0, 5 µM enzyme 100; activation, % at 8.5 µM; 0.093% of 330,000 active;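 active = percent activation above the screen-wide mean plus 3 SD, cut at about 25% in these data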
#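 buffer or medium = Zinc-free HEPES/NaCl buffer, pH 7.4 | material = Procaspase-7 triple mutant (PC-7 D3A) | input = 2 µM procaspase-7 mutant as dispensed | signal = Epi-absorbance of released pNA at 405 nm, two timepoints | timing = 1 h preincubation, 2 h reaction | replicates = singlicate compound testing | evaluation = % activation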
# LAP4 TOR yeast: modulators of TOR pathway LAP4-GFP in S. cerevisiae; S. cerevisiae LAP4-GFP multiplex, flow cytometry GFP, 3 h; median GFP as percent of DMSO wells; GFP response vs DMSO, % at 10 µM; 0.34% of 320,000 active; AID 2023;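 active = GFP response vs DMSO above a set limit, about the screen mean plus 3 SD, cut at about 150% in these data; inconclusive = under 70 cell events counted for the yeast strain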
# proCasp3 act: procaspase-3 (human) activation. recombinant procaspase-3 D3A, Ac-DEVD-pNA absorbance 405 nm. P42574. AID 463141. 0.11% of 330,000 active. activation, % at 8.5 µM;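 active = activation above the mean of all tested compounds plus 3 SD, cut at about 21% in these data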;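 also: 0% = DMSO alone and 100% = DMSO wells spiked with extra 5 µM PC-3 D3A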
#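 Assay system – Procaspase-3 D3A mutant, all three cleavage aspartates alanine · Controls – DMSO-only low control, 5 µM PC-3 D3A high control · Schedule – 1 h compound preincubation, 2 h substrate hydrolysis at 25 °C · Signal – 405 nm absorbance of p-nitroaniline, reads at 0 and 120 min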
# * hit, by the source's call; u = inconclusive; x = no result given; [ ] = dose if it differs, or a comment.
SMILES,AHR activator,RPL19A TOR yeast,CIT2-GFP yeast,AGP1 TOR yeast,MEP2-GFP yeast,procasp7 counter,LAP4 TOR yeast,proCasp3 act
S=c1[nH]nc(-c2cc3ccccc3o2)n1Cc1ccccc1,3,96,93,105,98,-18,100,-15
COc1cc(C)c(Cl)cc1S(=O)(=O)NCCCN1CCOCC1,2,98,107,98,98,2,103,-4
Clc1ccc2nc(C3CCN(Cc4ccccc4)CC3)[nH]c2c1,11,100,106,105,103,2,102,7
CSc1cccc(NC(=S)N(Cc2ccccc2)Cc2ccccn2)c1,4,89,84,102,97,-11,118,-1
COc1cc(NS(=O)(=O)c2ccc(NC(=O)c3ccc(C)o3)cc2)nc(OC)n1,1,104,111,106,107,-1,112,-2
Cn1cnc2c1c(=O)n(Cc1c(Cl)cccc1Cl)c(=O)n2C,2,95,100,96,104,-6,96,-2
C=CCn1c(SCC(=O)NC(=O)NCC(C)C)nnc1C1CCCCC1,22,53[may fluoresce violet],x,22[may fluoresce violet],527*[may fluoresce violet],18,84[may fluoresce violet],-5
Cc1ccccc1OCC(=O)OCC(=O)Nc1cc(S(C)(=O)=O)ccc1Cl,0,101,104,113,102,9,108,2
Cc1nc(NC(=O)COC(=O)C2CC2C)c(Cl)cc1Cl (stereo unspecified),0,100,82,95,102,12,90,-2
COc1ccc(OC)c(NC(=O)COC(=O)CCCN2C(=O)c3ccccc3C2=O)c1,-2,112,118,101,119,1,100,-7
CCOc1ccc2nc(SCc3cccc(C)c3)nc(C)c2c1,2,104,102,98,111,-6,93,-1
O=C(/C=C/c1ccco1)N1CCN(S(=O)(=O)c2cccc([N+](=O)[O-])c2)CC1,-1,89,91,93,89,-1,97,-8
O=C(NC1CCCCCC1)C1CCCN(S(=O)(=O)c2cccs2)C1 (stereo unspecified),2,95,107,100,99,9,99,5
O=S(=O)(c1ccccc1)[C@@]1(c2ccc(Br)cc2)C[C@@H]2ON=C(c3cccc(Br)c3)[C@@H]2C1,-2,102,103,90,90,0,130,4
CCOc1ccc(OCCC(=O)N(CC)CC(=O)Nc2c(F)cccc2F)cc1,0,93,89,98,91,12,103,0
CC(=O)N(c1ccccc1)c1c(F)c(F)c(F)c(F)c1F,-1,103,85,108,101,2,102,6
CN(C)S(=O)(=O)c1ccc(C(=O)Nc2nnc(SCc3cccc(F)c3)s2)cc1,4,111,114,111,102,-4,98,-7
Cc1ccc(C(=O)N[C@H](C(=O)OCC(=O)NC2CCS(=O)(=O)C2)C(C)C)cc1 (stereo partly specified),-3,101,104,101,104,1,102,0
COc1cc2c(cc1OC)C(c1cc(Br)ccc1O)N(C(C)=O)CC2 (stereo unspecified),0,104,99,116,98,11,114,-4
CC1=[N+]([O-])C(C)(C)N(O)C1(C)C,0,103,115,101,118,9,99,-2

# Part of the list above in order of heavy-atom count, smallest number first:
SMILES,AHR activator,RPL19A TOR yeast,CIT2-GFP yeast,AGP1 TOR yeast,MEP2-GFP yeast,procasp7 counter,LAP4 TOR yeast,proCasp3 act
CC1=[N+]([O-])C(C)(C)N(O)C1(C)C,0,103,115,101,118,9,99,-2
CC(=O)N(c1ccccc1)c1c(F)c(F)c(F)c(F)c1F,-1,103,85,108,101,2,102,6
COc1cc(C)c(Cl)cc1S(=O)(=O)NCCCN1CCOCC1,2,98,107,98,98,2,103,-4
C=CCn1c(SCC(=O)NC(=O)NCC(C)C)nnc1C1CCCCC1,22,53[may fluoresce violet],x,22[may fluoresce violet],527*[may fluoresce violet],18,84[may fluoresce violet],-5

# (next part)
SMILES,AHR activator,RPL19A TOR yeast,CIT2-GFP yeast,AGP1 TOR yeast,MEP2-GFP yeast,procasp7 counter,LAP4 TOR yeast,proCasp3 act
CN(c1ccc(OCC(=O)OCC(=O)NC2CCCC2)cc1)S(=O)(=O)c1ccc2ccccc2c1,0,98,99,104,102,13,107,-8
COc1ccc(/C=N/NC(=O)c2nc(-c3ccccc3)n(-c3ccccc3)n2)cc1OC,0,105,104,104,113,9,96,-16
Cc1csc2nc(CSc3nc4ccccc4o3)cn12,12,101,99,107,102,-4,114,-9
CCCCOP(=O)(c1ccc(N(C)C)cc1)C(O)c1c(Cl)cccc1Cl (stereo unspecified),1,89,88,80,91,-1,88,-3
Cc1ccc2nc(SCCC#N)nc(C)c2c1,3,95,88,89,89,9,111,3
O=C(COC(=O)c1cc([N+](=O)[O-])ccc1N1CCOCC1)Nc1ccc(Cl)cc1,6,109,123,89,106,-9,77,9
Cc1ccc(N2CCN(S(=O)(=O)c3ccc4oc(=O)ccc4c3)CC2)cc1Cl,1,106,103,103,104,-9,94,5
O=C(CCN1C(=O)c2cccc3cccc(c23)C1=O)N1CCN(c2ccccc2F)CC1,-2,99,99,100,102,8,91,13
COc1ccc2c(c1)Cc1sc(NC(=O)c3ccco3)nc1-2,-6,102,105,94,108,-8,101,-12
CC(C(=O)NCc1ccccc1)N1C(=O)c2ccccc2C1=O (stereo unspecified),0,104,106,98,100,0,90,-3
CCC(CC)N1CCN(C(=O)c2cccc(Cl)c2)CC1,-1,102,97,95,108,2,99,3
CC(=O)OCC1OC(n2cc(F)c(=O)[nH]c2=O)C(OC(C)=O)C1OC(C)=O (stereo unspecified),1,99,106,120,112,1,126,1
O=C(O)/C=C/C(=O)Nc1c(F)cccc1F,5,95,97,105,94,-6,115,-4
O=C(Nc1ccccc1Br)C1CCN(C(=O)Cc2ccccc2)CC1,0,u,113[may fluoresce red],91[may fluoresce red],101[may fluoresce red],13,84[may fluoresce red],-2
CCCCNC(=O)c1cc2n(n1)C(C(F)(F)F)CC(c1ccccc1)N2 (stereo unspecified),6,97,102,103,102,10,97,1
CCOC(=O)c1c(C)[nH]c(C)c1C(=O)COC(=O)c1cccc(S(=O)(=O)N(CC)CC)c1,2,88,103,93,97,-1,91,2
Cc1cc(C)c(C)c(S(=O)(=O)N[C@@H](C)C(=O)OCc2cc(=O)n3cc(Br)ccc3n2)c1C,5,110,106,106,107,2,94,2
O=C(COc1ccc(Cl)cc1)NNC(=O)C(=O)NC1CCCCC1,2,114,110,101,113,6,81,-7
CCOc1ccc(CN(CC)C(=O)Cc2c[nH]c3ccccc23)cc1OC,13,101,104,121,141,0,92,4
CCOC(=O)c1c(NC(=O)CCNCc2ccco2)sc2c1CCC2,12,109,108,112,107,-2,102,10
CC(C)(C)c1ccc(OCCC(=O)NNC(=O)c2ccncc2)cc1,1,100,103,102,104,-6,108,6
Cc1c(CN2CCN(C)C(CCO)C2)[nH]c2c(Cl)cccc12 (stereo unspecified),10,103,105,104,111,1,98,4
CC(c1nccs1)N(C)C(=O)c1ccc(OC2CCN(CCc3ccccc3)CC2)cc1 (stereo unspecified),2,99,98,98,83,-3,67,1
COCCNc1nc2ccccc2n2cnnc12,0,89,92,89,106,1,88,4
COc1ccc2c(c1OC)C(=O)N(c1nccs1)C2,82*,95,87,102,98,5,98,-6
Cc1csc(NC(=O)CSc2nc3ccccc3c(=O)[nH]2)n1,17,103,112,110,102,8,98,10
COc1cccc(C(=O)NCCSc2ccc(F)cc2)c1,9,90,95,96,107,5,123,-1
Cc1ccc(C(=S)N2CCCCCC2)cc1,5,99,124,97,129,-4,84,-1
CC1CCCC(NC(=O)C2CCN(S(=O)(=O)N3CCCCCC3)CC2)C1C (stereo unspecified),-2,99,98,97,96,0,93,-4
COc1ccc([N+](=O)[O-])cc1NC(=O)CC(c1ccccc1)c1ccccc1,16,93,89,92,87,4,84,1
O=C(NCCc1ccccc1)C1CCCN(c2nc3ccccc3s2)C1 (stereo unspecified),4,100,107,102,96,-5,108,10
CN(c1ccc(F)cc1)S(=O)(=O)c1ccc(Cl)c(C(=O)NC2(C)CCS(=O)(=O)C2)c1 (stereo unspecified),-1,92,90,94,102,-5,92,5
CCCCC(=O)NCc1ccc2c(c1)cc(C)n2C,-1,99,93,103,98,2,94,-2
CCCOc1ccc(C(=O)NCCCn2ccnc2)cc1,11,102,97,102,107,5,98,3
CC(C)C/C=C1\CCc2c([nH]c3ccccc23)C1=O,64*,93,86,93,97,7,104,0
O=C(Cc1cccs1)N/N=C\c1ccc(O)cc1,1,101,104,100,98,-2,96,-8
COC(=O)NC1CCC(CC2CCC(NC(=O)OC)CC2)CC1 (stereo unspecified),3,98,121,99,698*,7,212*,-2
CCOc1ccc(S(=O)(=O)Nc2ccc(C(=O)NCC3(N4CCCCC4)CCCCC3)cc2)cc1,8,100,107,108,108,5,103,2
CC(=O)c1ccc(NC(=O)Cn2c3ccccc3c3nc(=O)cc(C)n32)cc1,25,56,84,71,156,8,92,4
CCOC(=O)c1sc(=NC(=O)c2cccc(Br)c2)n(C)c1C,6,104,106,103,100,18,98,4
O=C(COc1ccccc1)N=C1SC2CS(=O)(=O)CC2N1Cc1ccccc1 (stereo unspecified),2,98,103,97,92,5,92,0
Cc1cc(-c2ccccc2N)n[nH]1,5,106,105,107,106,-3,107,6
CC1Cc2cc(/C(O)=C3/C(=O)C(=O)N(Cc4cccnc4)C3c3cccc(O)c3)ccc2O1 (stereo unspecified),1,96,99,102,99,-8,96,-1
Cc1cc(C)n2nc(SCc3c(F)cccc3Cl)nc2n1,17,100,100,92,99,2,91,7
CCn1ncc(Br)c1C(=O)Nc1ccn(C23CC4CC(CC(C4)C2)C3)n1,3,106,108,107,108,3,102,2
COc1ccc(CCN(C)C(=O)c2cc(=O)c3ccccc3o2)cc1OC,7,103,100,102,107,10,96,-1
CN(C)/C=C/C(=O)c1ccc(Cl)cc1Cl,5,96,102,96,98,-9,96,-10
COc1cccc(-c2sc3ccc(OC)cc3c2-c2ccc(OC)cc2F)c1,10,97,100,102,99,7,111,-3
Cc1cc(C(=O)NC(Cc2c[nH]c3ccccc23)C(=O)O)c(C)o1 (stereo unspecified),6,104,109,104,111,2,94,5
COc1ccc(CNC(=O)c2csc(Cc3ccc(OC)cc3)n2)cc1,2,91,82,91,92,4,98,2

# Remaining list, next part.
SMILES,AHR activator,RPL19A TOR yeast,CIT2-GFP yeast,AGP1 TOR yeast,MEP2-GFP yeast,procasp7 counter,LAP4 TOR yeast,proCasp3 act
Cc1ccc(NC(=O)CSc2ccc3c(c2)OCCO3)c(O)c1,8,112,103,92,103,12,88,4
O=[N+]([O-])c1ccc(NCc2ccccn2)nc1,3,107,118,102,120,5,95,8
CCOc1ccc(OCCCC(=O)ON=C(N)c2ccccc2C)cc1,-1,96,96,101,96,9,102,6
CC(C)NC(=O)NC(=O)COC(=O)c1ccc(S(=O)(=O)NCc2ccco2)cc1,-1,99,111,100,97,10,96,3
Cc1cc(N2C(=O)c3ccccc3C2=O)n(C)n1,-1,100,104,103,93,1,106,10
Cc1noc(C)c1C(=O)Nc1nc2ccc(Cl)cc2s1,12,91[may fluoresce green],149[may fluoresce green],111[may fluoresce green],104[may fluoresce green],-5,104[may fluoresce green],-4
COc1ccc(NC(=O)CC(c2ccc(F)cc2)c2ccc(OC(C)C)cc2)cc1 (stereo unspecified),3,101,99,95,100,-8,89,-1
